# Assay outcomes (PubChem BioAssay)
# Wee1 degr inh = inhibitors of human Wee1 degradation. P30291. reporter increase, % at 5 µM. HeLa Luc-Wee1K328M stability, luciferase luminescence; 100% = proteasome inhibitor MG132 effect. actives 1.2% (n = 220,000);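 active means activation above the mean of all tested compounds plus 3 SD, set per screening run, cut at about 8.8% in these data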;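 further: cells exposed to compound for 20 h before luminescence read; 0% = DMSO alone and 100% = MG132 at 30 µM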
# FXIa inh = blocks human coagulation factor XIa protease activity; inhibition, % at 5 µM; actives 0.14% (n = 220,000); P03951; purified FXIa, Boc-Glu-Ala-Arg-AMC fluorogenic substrate;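 active means inhibition of at least 40%; inactive means inhibition below 40%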;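 further: fluorescence of freed AMC excited at 355 nm; 0% = enzyme without compound and 100% = no enzyme blank; many of its hits are not listed in these tables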
# eIF4E-4G inh = inhibitors of eIF4E and eIF4G interaction in translation initiation. TR-FRET eIF4E-eIF4GI(517-606) binding, 2 h. inhibition, % at 21.7 µM. P63073+Q04637. actives 0.37% (n = 220,000);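 active means inhibition above about 30%, limit read from the data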;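 further: 0% = full FRET control wells and 100% = background wells lacking eIF4GI fragment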
# KLK5 inh = inhibitors of human kallikrein 5. Q9Y337. recombinant hK5, fluorogenic AMC substrate cleavage. inhibition, % at 5 µM. actives 0.59% (n = 210,000). AID 873;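 active means inhibition of 40% or more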;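 further: 0% = enzyme controls without compound and 100% = no-enzyme blanks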
# Rad51 HR inh = Rad51 (human) homologous recombination inhibition; Q06609; hRad51 DNA strand exchange, fluorescence dequenching; inhibition, % at 10 µM; actives 0.085% (n = 200,000);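 active means inhibition above 40% at the single screening dose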;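 further: 0% = DMSO control wells and 100% = blanks with heterologous ssDNA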
# Target sequence (Q06609 whole entry, looked up): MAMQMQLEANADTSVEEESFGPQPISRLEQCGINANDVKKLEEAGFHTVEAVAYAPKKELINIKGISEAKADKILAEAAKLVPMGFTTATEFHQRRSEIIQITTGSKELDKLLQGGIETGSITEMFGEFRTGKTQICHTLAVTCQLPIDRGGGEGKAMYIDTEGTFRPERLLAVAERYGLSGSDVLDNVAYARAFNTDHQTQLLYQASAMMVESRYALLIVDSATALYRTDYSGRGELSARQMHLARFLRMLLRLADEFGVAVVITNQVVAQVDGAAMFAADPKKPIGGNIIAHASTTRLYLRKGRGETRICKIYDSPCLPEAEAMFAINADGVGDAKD
#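 Read-out basis: percent inhibition relative to plate controls and blanks / Assay system: human Rad51 nucleoprotein filaments preassembled on unlabelled ssDNA / Timing: filaments 15 min 37 °C, then compound 30 min / Control set: per-plate controls and blanks / Technique: fluorescence dequenching at 485/520 nm / Compound: 10 µM final, single point / Also added: Fluorescein- and BHQ1-tagged 47-mer duplex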
# Mdm2 ligase inh = inhibitors of human Mdm2 E3 ubiquitin ligase; Q00987; cell-based MDM2 ubiquitination luciferase reporter, 2 h; 0 = plate control, 100 = twice control, blank-subtracted; signal enhancement, % at 5 µM; actives 0.11% (n = 210,000);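 active means signal enhancement of 30% or more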;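 further: luminescence tracks abundance of the self-degrading MDM2-luciferase fusion protein; higher signal means inhibition of MDM2 E3 ligase activity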
# Target sequence (Q00987 whole entry, looked up, the tested form may be a part): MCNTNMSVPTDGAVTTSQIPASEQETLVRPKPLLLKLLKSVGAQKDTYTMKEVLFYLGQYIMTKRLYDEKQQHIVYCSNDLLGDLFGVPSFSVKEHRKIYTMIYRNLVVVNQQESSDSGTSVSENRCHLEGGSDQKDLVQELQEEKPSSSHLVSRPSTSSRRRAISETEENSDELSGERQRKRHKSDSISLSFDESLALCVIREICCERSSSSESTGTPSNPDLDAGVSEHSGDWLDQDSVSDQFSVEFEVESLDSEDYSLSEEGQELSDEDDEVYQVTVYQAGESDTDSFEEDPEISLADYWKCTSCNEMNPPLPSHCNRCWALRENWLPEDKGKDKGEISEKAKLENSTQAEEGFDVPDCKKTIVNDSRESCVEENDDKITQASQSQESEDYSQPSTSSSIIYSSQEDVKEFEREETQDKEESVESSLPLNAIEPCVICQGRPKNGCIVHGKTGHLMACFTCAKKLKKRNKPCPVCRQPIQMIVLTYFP
#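 System: stable MDM2–luciferase fusion reporter cells / Input: 2000 cells seeded into each well / Schedule: 4 h settle plus 2 h compound, 37 °C / Compound: single-point 5 µM / Buffer or medium: cells held in DMEM / Benchmarks: control and blank well means / Evaluation: percent signal gain over controls, blank-subtracted / Measured by: luciferase luminescence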
# p97 ATPase inh = blocks human p97 ATPase activity. P55072. recombinant p97 ATPase, Kinase-Glo ATP luminescence, 3 h. inhibition, % at 8 µM. actives 0.42% (n = 220,000). AID 1481; in the data active means inhibition above about 15%;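 further: 0% = DMSO vehicle and 100% = wells lacking enzyme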
# FXIIa inh = inhibitors of human coagulation factor XIIa | AID 800 | inhibition, % at 5 µM | purified FXIIa, Boc-QGR-AMC fluorogenic substrate, 2 h | P00748 | actives 0.3% (n = 220,000); in the data active means inhibition above about 40%;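 further: 0% = enzyme with no compound and 100% = blank without enzyme; many of its hits are not listed in these tables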
# 14-3-3 Bad PPI = disrupts binding of bovine 14-3-3 zeta to phospho-Bad peptide | AID 781 | inhibition, % at 21.7 µM | TR-FRET 14-3-3zeta/Dy647-pBad peptide displacement, 1 h | actives 0.71% (n = 220,000) | P63103;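 active means inhibition above about 70%, limit read from the data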;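 further: 0% = full 14-3-3 plus peptide FRET controls and 100% = background without 14-3-3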
# Target sequence (P63103 whole entry, looked up): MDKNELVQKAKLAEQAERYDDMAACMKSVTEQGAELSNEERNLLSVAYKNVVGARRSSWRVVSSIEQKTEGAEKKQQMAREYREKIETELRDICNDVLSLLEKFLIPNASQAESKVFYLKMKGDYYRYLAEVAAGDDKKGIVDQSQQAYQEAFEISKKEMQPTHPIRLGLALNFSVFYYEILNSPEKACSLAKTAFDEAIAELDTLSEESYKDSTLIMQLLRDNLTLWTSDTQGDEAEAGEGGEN
# * hit, by the source's call; i = inactive; nt = no result given; [ ] = dose if it differs, or a comment. The list is partial (hit frequency here may not be typical).
SMILES,Wee1 degr inh,FXIa inh,eIF4E-4G inh,KLK5 inh,Rad51 HR inh,Mdm2 ligase inh,p97 ATPase inh,FXIIa inh,14-3-3 Bad PPI
CCC(C)N1C(=O)/C(=C\c2ccc(N3CCCCCC3)cc2)C(=O)NC1=S (stereo not given),1,-3,5[fluorescence artefact?],-23,-74,-4,-5,3,-18
CCN1CCN(C(=O)COc2ccc3c(c2)C(=O)CC2(CCN(C(C)=O)CC2)O3)CC1,2,-1,1,-1,-7,-12,-1,-1,3
CC(C)CN1CCN(Cc2ccc(F)cc2Cl)CC1CCO (stereo not given),0,-5,1,-3,10,-20,2,0,8
CCOP(=O)(OCC)c1cc(C)c(O)c(C(C)(C)C)c1,2,8,-3,0,nt,-1,-1,9,-5
CC(Cc1ccccc1)NC(N)=O (stereo not given),1,5,-3,0,2,-3,4,11,-14
CCC(=NCc1ccc2c(c1)OCO2)c1c(O)n(C)c(=O)n(C)c1=O,-1,-1,8[fluorescence artefact?],-23,0,4,0,8,2[fluorescence artefact?]
CN1C(=O)N(C)C(=O)C2(Cc3cc([N+](=O)[O-])ccc3N(C)C2c2ccccc2)C1=O (stereo not given),3,7,1,-5,5,-4,3,16,-8[fluorescence artefact?]
CN(C)CCCN=Cc1c(O)n(CCc2ccc(F)cc2)c(=O)[nH]c1=O,6,-3,5,1,-6,-12,1,-15,2
O=C(c1ccc(-c2ccccc2)cc1)C1CCCN(Cc2ccn[nH]2)C1 (stereo not given),0,0,1,3,14,-12,-9,11,-8
O=P1(NCCCn2cc[n+](Cc3nc4ccccc4[nH]3)c2)C=C(c2ccccc2)OC(c2ccccc2)=C1,5,-2,-12,-1,4,nt,-1,13,2
Cc1ccc(N2C(=O)NC(=O)/C(=C\C=C\c3ccco3)C2=O)cc1C,-2,1,8,-19,-51,53*,10,8,-15[fluorescence artefact?]
CN1CCN(c2ccccc2N)CC1,-1,-4,5,-5,-13,-5,3,2,-20
Cc1cccc(OCC(=O)N2CCN(Cc3ccc([N+](=O)[O-])cc3)CC2)c1,-1,-1,7,2,5,14,7,7,29
COc1ccc(C2CN(C)CC2C(=O)c2ccc(C)cc2)cc1Cl (stereo not given),-2,-1,-4,-1,3,-4,-5,10,36
CCOC(=O)CC1=C(C(=O)OCC)C2(C(=O)N1)C(C(=O)OC)=C(N)Oc1ccccc12 (stereo not given),-3,0,0,1,6,-17,1,9,4
CCCC1COC(Cn2cncn2)(c2ccc(Cl)cc2Cl)O1 (stereo not given),-2,-12,-5,7,-8,6,-4,-1,3
CN1C(=O)NC(=O)/C(=C/c2ccc(C(=O)O)cc2)C1=O,-1,-4,-2,-1,0,-15,-2,4,-4
OC1/C(=C/c2ccc(C(F)(F)F)cc2)N2CCC1CC2 (stereo not given),0,-4,0,-12,14,-5,0,1,-13
COc1ccccc1CN1CCN(Cc2ccc(Cl)cc2)CC1,-3,-1,3,-2,-1,-19,-8,0,50
CCC(C)NS(=O)(=O)c1ccc(OCC(=O)N2CCN(CC)CC2)cc1 (stereo not given),1,5,-2[fluorescence artefact?],11,-6,-17,-4,13,-2
COCc1cc(OC(=O)N(C)C)nc2c1c(C)nn2C,0,-6,9,-7,2,-10,3,6,-1
O=C(Cn1cc(C(=O)c2ccccc2)c2ccccc21)NCc1ccco1,1,-5,5,-18,5,-8,-2,-3,-5
CC(=O)OC1C2CCC1C(N1CCCCC1)CC2 (stereo not given),-1,-1,-3,-6,15,-6,0,11,-7
O=C(COc1ccc(Cl)cc1)N(c1ccc(Cl)cc1)C1CN2CCC1CC2 (stereo not given),0,0,-5,-1,nt,-9,3,3,-1
CC(C)(C)C(=O)c1cn(Cc2ccccc2)c2ccccc12,-2,-7,1,-25,4,-4,-2,-6,4
Cc1c(C(c2ccc(F)cc2)c2c(O)c3ccccc3oc2=O)c(=O)n(-c2ccccc2)n1C (stereo not given),0,-4,5,-13,18,1,4,2,6
Cc1nc2cc(-c3cccc(F)c3)nn2c(C)c1CCC(=O)N1CCC2(CC1)OCCO2,4,-20,5,-31,0,-13,2,13,4
C/C1=C\[C@@H](C)C/C=C/[C@H]2[C@@H]3O[C@]3(C)[C@@H](C)[C@H]3[C@H](Cc4c[nH]c5ccccc45)NC(=O)[C@]32C(=O)/C=C/C(=O)[C@@H]1O,-1,4,3,1,7,33*,5,11,7
CC(=C1C(=O)c2ccccc2C1=O)N1CCN(CCN=Cc2c(O)n(C)c(=O)n(C)c2=O)CC1,2,4,0[fluorescence artefact?],2,-2,-9,1,14,1
c1ccc2c(CNC3CCCCC3)c[nH]c2c1,-2,-3,-8,-7,2,-18,-4,6,-4
Cc1cccc(C(=O)Nc2ccc(Cl)cc2C(=O)c2ccccc2)c1,0,6,-6,11,-3,15,1,19,-6
O=P(c1ccccc1)(c1nc2ccccc2s1)N1CCOCC1 (stereo not given),2,-1,-6,0,1,-11,-3,13,0
Cc1ccc(-n2c(O)c(C=NCc3cccnc3)c(=O)[nH]c2=O)cc1C,6,1,2,-4,4,-8,1,13,1
CN(C)CCOC(=O)c1cn(Cc2ccccc2)c2ccccc12,-2,-1,5,-3,3,-25,-4,11,22
Cn1c(=O)cc(SCC(=O)N2CCC3(CC2)OCCO3)c2ccccc21,0,5,-5[fluorescence artefact?],-4,-6,-11,0,11,-14
O=c1[nH]c(=S)[nH]c(O)c1N=Nc1ccc(OC(F)F)cc1,0,-1,0,-1,-3,-23,-7,5,-9
CC(=O)CC(c1ccccc1[N+](=O)[O-])c1c(O)c2ccccc2oc1=O (stereo not given),2,1,-2,-9,1,-9,-4,4,4
CCN1CCN(C(=O)Cc2coc3cc(C)cc(C)c23)CC1,0,6,4[fluorescence artefact?],5,2,-3,0,19,2
CCOC(C(=O)OCC(O)CN(CC)CC)(c1ccccc1)c1ccccc1 (stereo not given),-2,7,-3,-1,-1,3,2,-1,1
CCOC(=O)c1c(C)c(P(=S)(N2CCOCC2)N2CCOCC2)n(C)c1C,-1,4,7,-18,8,-9,0,11,14

# Look-ups from the results shown.
# `O=C(Cn1cc(C(=O)c2ccccc2)c2ccccc21)NCc1ccco1` @ p97 ATPase inh: -2
# `CN(C)CCOC(=O)c1cn(Cc2ccccc2)c2ccccc12` @ eIF4E-4G inh: 5

# Later entries
SMILES,Wee1 degr inh,FXIa inh,eIF4E-4G inh,KLK5 inh,Rad51 HR inh,Mdm2 ligase inh,p97 ATPase inh,FXIIa inh,14-3-3 Bad PPI
C=CCn1c(O)c(/C=C2/C=CC=N2)c(=O)[nH]c1=O,0,7,0,-2,3,-7,2,16,-3[fluorescence artefact?]
CCN(N=Nc1nonc1OC)c1nonc1OC,1,-3,4,-7,5,-1,3,1,5
COc1cccc(C2C([N+](=O)[O-])=C(N)Oc3c2c(=O)oc2ccccc32)c1 (stereo not given),5,2,6,-3,-2,-6,3,13,11[fluorescence artefact?]
CSc1ccc(CN2CCN(C(=O)COc3ccc(C)cc3)CC2)cc1,-1,-2,4,0,10,9,6,6,42
Cc1cc(Cl)ccc1OCC(=O)O,0,-2,-4,-25,-7,-13,4,16,2
CSc1ccc(CN2CCN(Cc3ccccc3Cl)CC2)cc1,-3,-1,2,1,6,16,1,8,15
COc1ccc(C(=O)C2CCCN(Cc3ccc(C)s3)C2)cc1OC (stereo not given),-1,-2,2,nt,-21,-3,0,-1,-2
O=C1NC(=O)N(CCC2=CCCCC2)C(=O)/C1=C/c1cccs1,-3,-2,-7,-4,nt,0,-2,1,-7
O=P(O)(O)Cc1c(Cl)cccc1Cl,-2,5,6,-8,-23,5,7,8,-5[fluorescence artefact?]
C/C(=N\NC(=O)c1ccncc1)c1c(O)n(Cc2ccccc2)c(=O)[nH]c1=O,4,4,-2,3,-2,-97,3,7,2
C=CCn1c(O)c(C(C)=NCCO)c(=O)[nH]c1=O,3,-6,0,-4,10,-9,2,6,-2
CC1(C)C(C(=O)NN2C(=O)c3ccccc3C2=O)C1(C)C,-1,6,-2,-10,-4,12,2,8,-7
Cn1cc(CCC(=O)N2CCC3(CC2)OCCO3)c2ccccc21,3,4,1,3,6,4,1,12,2
COC(=O)Nc1ccc(N=C(N)N[N+](=O)[O-])cc1,3,1,-2,-3,16,-10,5,5,-14
CC(NCc1ccccc1C(F)(F)F)C(O)c1ccccc1 (stereo not given),-3,-6,4,-6,-29,-6,3,1,1
CCN(CC)c1ccc(/C=N/c2sc3c(c2C#N)C2CCN3CC2)c(O)c1,5,4,12,-15,i,-13,2,5,-2
N#CCCn1cc(C(=O)Nc2ccccc2Br)c(-c2ccc([N+](=O)[O-])cc2)n1,0,5,2,-8,-2,-7,3,12,-3[fluorescence artefact?]
Oc1ccc(/C=N/NP(=S)(c2ccccc2)c2ccccc2)cc1O,0,2,8,-8,nt,-20,3,11,-2
CC1CN(O)C2CCc3c(no[n+]3[O-])C12O (stereo not given),3,-5,1,1,1,-10,3,1,7
O=Cc1cn(Cc2cccc([N+](=O)[O-])c2)c2ccccc12,-1,2,6[fluorescence artefact?],6,-1,-31,5,4,-1

# Single records, from the list above. Order of values: Wee1 degr inh | FXIa inh | eIF4E-4G inh | KLK5 inh | Rad51 HR inh | Mdm2 ligase inh | p97 ATPase inh | FXIIa inh | 14-3-3 Bad PPI
# Profile of Cn1cc(CCC(=O)N2CCC3(CC2)OCCO3)c2ccccc21 → 3 | 4 | 1 | 3 | 6 | 4 | 1 | 12 | 2
# Profile of C/C(=N\NC(=O)c1ccncc1)c1c(O)n(Cc2ccccc2)c(=O)[nH]c1=O → 4 | 4 | -2 | 3 | -2 | -97 | 3 | 7 | 2
# Profile of C=CCn1c(O)c(C(C)=NCCO)c(=O)[nH]c1=O → 3 | -6 | 0 | -4 | 10 | -9 | 2 | 6 | -2
# Profile of Oc1ccc(/C=N/NP(=S)(c2ccccc2)c2ccccc2)cc1O → 0 | 2 | 8 | -8 | nt | -20 | 3 | 11 | -2
# Profile of CCN(CC)c1ccc(/C=N/c2sc3c(c2C#N)C2CCN3CC2)c(O)c1 → 5 | 4 | 12 | -15 | i | -13 | 2 | 5 | -2

# Other records.
SMILES,Wee1 degr inh,FXIa inh,eIF4E-4G inh,KLK5 inh,Rad51 HR inh,Mdm2 ligase inh,p97 ATPase inh,FXIIa inh,14-3-3 Bad PPI
CC(C)OC1CCCC(O)C1CC(=O)O (stereo not given),8,1,3,-4,0,-9,7,6,-12
N=c1sccn1Cc1ccc(Cl)cc1Cl,4,2,4,-18,-6,-12,4,3,-14[fluorescence artefact?]
O=c1c2ccccc2[nH]c(=S)n1-c1ccc(Br)cc1,-2,2,-1,-9,7,-16,4,3,-15
COc1ccccc1OCCCn1cc(C(=O)C2CC2)c2ccccc21,0,-5,-2,8,8,5,2,6,-1
C[C@]12CCC(=O)C=C1CC[C@@H]1[C@@H]2CC[C@@]2(C)[C@H]1CC[C@]2(C)O,1,nt,5,nt,nt,nt,0,nt,2
CCOc1ccc(-n2c(O)c(C=Nc3ccc(N(CC)CC)cc3)c(=O)[nH]c2=O)cc1,0,2,-2,-3,i,-10,6,6,-15
O=C(CN1CCOCC1)NCC(=O)Nc1ccc(Br)cc1C(=O)c1ccccc1,-1,0,-10,-17,5,-15,-5,-5,-15[fluorescence artefact?]
Cc1cccnc1-n1c(C)nc2ccccc2c1=O,0,-8,3,-36,2,-6,3,4,6[fluorescence artefact?]
CC(C)CC1C(C#N)=C(N)Oc2c1c(=O)oc1ccccc21 (stereo not given),0,-8,1,-7,-1,-7,-8,-2,2
